# Large T inhibition: SV40 large T antigen inhibitors, biochemical (AID 1903) | 310,000 compounds, 0.39% hits | SV40 large T antigen ATPase/helicase inhibition assay; higher % means a stronger effect | inhibition, % at 20 µM; hits with a dose series show IC50 in µM; in the data active = a potency from the dose series; inconclusive = inhibition mostly from about 32% at the one dose, without a potency; inactive = the rest, 99 in 100 with inhibition below about 32%; note: strong numbers were not always called active
# XIAP displacement: XIAP antagonists, biochemical, IAP family, fluorescence polarization (AID 1018) | XIAP BIR domain, fluorescence polarization peptide displacement; higher % means a stronger effect | E3 ubiquitin-protein ligase XIAP (Homo sapiens) | 200,000 compounds, 0.007% hits | one-dose displacement, % at 20 µM; IC50 in µM for titrated hits; in the data active = displacement above about 50%; note: a part of the inactive calls stands beside numbers as strong as those of hits
# Siah-1 displacement: Siah-1 peptide-binding antagonists, primary screen, biochemical, fluorescence polarization, rhodamine-plectin, uHTS (AID 1817); E3 ubiquitin-protein ligase SIAH1 (Homo sapiens); Siah-1 / rhodamine-plectin peptide fluorescence polarization; higher % means a stronger effect; one-dose displacement, % at 20 µM; IC50 in µM for titrated hits; 290,000 compounds, 0.02% hits;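 active = displacement of at least 50% at 20 µM, with a fluorescence ratio check between 0.3 and a set limit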;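 note: plate controls were Siah plus tracer with DMSO for no effect and tracer alone without Siah for full effect; strong numbers were not always called active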
# MgcRacGAP inhibition: MgcRacGAP GTPase-activating activity inhibitors, confirmation, biochemical, ADP Hunter fluorescence. inhibition, % at 30 µM, or IC50 in µM where a hit was titrated. MgcRacGAP-stimulated Rac1 GTP hydrolysis, ADP Hunter fluorescence; higher % means a stronger effect; GST-tagged Rac1 F28L mutant substrate. AID 624330, 2012. 340,000 compounds, 0.6% hits. Rac GTPase-activating protein 1 (Homo sapiens);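 active = first-screen hits whose inhibition reached a set limit at any dose in the follow-up dose series; inconclusive = inhibition above the set first-screen limit but never retested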;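 note: fluorescence reports GDP produced by GAP-driven GTP hydrolysis; strong numbers were not always called active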
# LYP phosphatase: inhibitors of LYP phosphatase, biochemical, fluorescence intensity, uHTS (AID 1779); Tyrosine-protein phosphatase non-receptor type 22 (Homo sapiens); recombinant LYP phosphatase, fluorescence intensity; higher % means a stronger effect; inhibition, % at 11.5 µM; hits with a dose series show IC50 in µM; 290,000 compounds, 0.054% hits; in the data active = inhibition above about 50%;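 note: plate controls were vehicle with enzyme for no effect and no enzyme for full effect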
# AID2073: inhibitors of Mint1-CaV2.2 protein interaction, biochemical, HTRF (AID 2073). HTRF protein-protein interaction, Mint1-CaV2.2; higher % means a stronger effect. 290,000 compounds, 0.19% hits. one-dose inhibition, % at 20 µM; IC50 in µM for titrated hits; in the data active = inhibition mostly above about 51%, no sharp cut-off; inconclusive = no clear call, values can overlap the other calls; inactive = mostly below about 53%; note: some results filed as inactive read as strong as hits
# Dengue-2 NS5 capping: Dengue-2 NS5 methyltransferase inhibitors, primary screen, biochemical, confirmation dose response (AID 588689). inhibition, % at 25 µM; hits with a dose series show IC50 in µM. 340,000 compounds, 0.3% hits. Dengue-2 NS5 methyltransferase capping enzyme assay, biochemical; higher % means a stronger effect. Genome polyprotein (Dengue virus type 2 (strain 16681-PDK53)); in the data active = a potency from the dose series; inconclusive = inhibition above about 29% without an active follow-up result
# HIV fusion peptide: inhibitors of HIV fusion peptide binding, primary screen, biochemical, uHTS, fluorescence dequenching (AID 1986) | one-dose inhibition, % at 20 µM; IC50 in µM for titrated hits | 290,000 compounds, 0.3% hits | cell-free peptide binding, fluorescence dequenching, 30 min; higher % means a stronger effect; in the data active = inhibition mostly above about 52%, no sharp cut-off; inactive = mostly below about 76%; note: some results filed as inactive read as strong as hits
# RSV antiviral HEp-2: RSV antiviral activity via CPE protection, HEp-2 cells, primary 10 µM value included (AID 2391). HEp-2 cells, RSV-induced CPE inhibition; higher % means a stronger effect. one-dose CPE inhibition, % at 10 µM; IC50 in µM for titrated hits. 310,000 compounds, 0.13% hits; in the data active = a potency from the dose series; inconclusive = CPE inhibition mostly from about 23% at the one dose, without a potency; inactive = the rest, 99 in 100 with CPE inhibition below about 21%; note: strong numbers were not always called active
# Active calls of the source: *; ? = inconclusive; · = not tested or not shown; & = joins results of further samples.
SMILES,Large T inhibition,XIAP displacement,Siah-1 displacement,MgcRacGAP inhibition,LYP phosphatase,AID2073,Dengue-2 NS5 capping,HIV fusion peptide,RSV antiviral HEp-2
Cc1ccc(Nc2ncc3c(n2)CC(c2ccco2)CC3=O)c(C)c1 (stereo not drawn),1%,-0.3%,6%,9%,0%,6%,1%,3.3%,-0.9%
O=C(/C=C/c1ccccc1)NC(=S)N1CCSCC1,1%,-6.9%,3%,0%,-2%,-21%,-1%,1.0%,-1.3%
O=C(Nc1ccc2ccccc2n1)C1CCCCC1,9%,·,0%,·,-4%,-4%,·,-0.7%,·
Cc1ccc(NC(=O)CSc2nnc(COc3ccc(C#N)cc3)n2-c2ccccc2)cc1C,7%,-4.8%,1%,4%,2%,1%,-7%,4.6%,1.6%
Cc1cccc(C)c1NC(=O)C(NC(=O)CN1C(=O)c2ccccc2C1=O)c1ccccc1 (stereo not drawn),14%,-4.9%,0%,2%,4%,27%,-4%,0.8%,3.4%
COc1ccc(CCNC(=O)Cn2cnc3sc(C)c(-c4ccc(F)cc4)c3c2=O)cc1OC,2%,-2.9%,4%,1%,-1%,1%,-6%,2.8%,6.3%
CCOC(=O)c1sc2ncn(CC(=O)NCC3CCCO3)c(=O)c2c1C (stereo not drawn),1%,-2.0%,-1%,1%,4%,4%,0%,-0.9%,0.0%
CCN(C(=O)COC(=O)/C=C/c1cccc(Br)c1)C1CCS(=O)(=O)C1 (stereo not drawn),6%,·,16%,1%,-9%,5%,3%,0.3%,0.9%
CN1CCc2c(OCc3ccc(F)cc3)cccc2C1=O,14%,-1.1%,-4%,10%,1%,-10%,-9%,-1.5%,4.4%
CCOc1ccc(NC(=O)CSc2nc3cccnc3n2CCOC)cc1,5%,-11%,-5%,4%,1%,-4%,-9%,-1.9%,1.3%
CSc1nnc(C)c(=O)n1COC(=O)COc1ccc(F)cc1,12%,0.7%,-6%,1%,-8%,10%,4%,3.2%,1.4%
CN(CCOCCOc1ccc(Cl)cc1Br)Cc1ccccc1,3%,-4.7%,-6%,10%,-5%,1%,-6%,-2.3%,-3.1%
COc1cc(C2C(C#N)=C(SC)NC3=C2C(=O)CCC3)ccc1O (stereo not drawn),15%,·,-5%,4%,-2%,6%,2%,-1.6%,1.9%
O=C(NC(=S)Nc1nc2ccccc2s1)c1ccco1,3%,-3.3%,0%,6%,0%,14%,-4%,4.8%,7.3%
Cc1ccc(-n2c(CNc3ccc(F)cc3)nnc2SCC(=O)O)cc1,8%,-11%,0%,·,-5%,-3%,·,-0.6%,1.5%
O=C(CCc1ccccc1)NNc1cc(N2CCCCC2)nc(N2CCCCC2)n1,-1%,-13%,7%,-3%,0%,-9%,-2%,-6.4%,-0.7%
Cc1cc(N2CCN(C/C=C/c3ccccc3)CC2)n2ncnc2n1,-4%,-8.6%,2%,8%,-8%,28%,-3%,-3.1%,1.2%
O=C(Cn1cnc2c(nnn2-c2ccccc2)c1=O)NCc1ccco1,11%,-2.1%,5%,2%,-1%,0%,-4%,1.4%,1.3%
Cc1cccc(NC(=O)NC(C)C(c2cccs2)N2CCOCC2)c1 (stereo not drawn),4%,-11%,-2%,-3%,4%,13%,-3%,-0.3%,1.3%
COc1cc(/C=N/NC(=O)CN2CCOCC2)ccc1OCc1ccccc1,10%,-6.9%,-3%,8%,1%,-4%,1%,2.6%,0.8%
CCOC(=O)c1c(C)n(C)c2ccc(O)c(CN3CCC(C)CC3)c12,10%,-4.9%,-4%,19%,3%,-11%,-6%,0.1%,-0.9%
Nc1ccccc1SC1CC(=O)N(c2ccccc2Cl)C1=O (stereo not drawn),2%,·,2%,9%,-5%,14%,5%,0.9%,3.9%
CCOc1ccc(CNC(=S)NCc2ccc(OCC)cc2)cc1,9%,-2.1%,0%,-1%,0%,-6%,2%,-2.0%,2.8%
COc1ccccc1NC(=O)C1C2C=CC3(CN(Cc4cccnc4)C(=O)C13)O2 (stereo not drawn),13%,-4.6%,-7%,4%,-11%,-6%,-5%,4.2%,2.5%
COc1ccc(Cl)cc1N1C(=O)C2CCCN2C1c1cccc(F)c1 (stereo not drawn),-1%,-4.8%,-2%,7%,-3%,-6%,-4%,1.4%,0.8%
c1ccc(CN(Cc2ccco2)C(c2ccncc2)c2nnnn2C2CCCC2)cc1 (stereo not drawn),-2%,-2.4%,6%,20%,3%,0%,?,14%,-0.5%
COc1ccc(CN(Cc2cccn2C)S(=O)(=O)c2ccc(F)cc2)cc1,15%,·,14%,3%,-1%,12%,-8%,-1.5%,7.4%
CCCNC(=O)NC(=O)CSc1ccc2c(c1)OCCO2,25%,-5.1%,4%,5%,-4%,-3%,-4%,1.4%,-0.1%
c1ccc(-c2noc(CC3CCCCC3)n2)cc1,24%,-1.5%,-1%,0%,-3%,-5%,-7%,0.3%,0.9%
CCCc1cc(-c2n[nH]c(C(=O)OCC)c2-c2cscn2)c(O)cc1O,23µM*,-3.9%,-1%,?,-2%,-2%,-6%,0.3%,1.8%
CCN(C(=O)COC(=O)CNC(=O)c1ccc(C)s1)c1ccccc1,0%,-5.6%,-4%,2%,-6%,14%,·,2.0%,-1.6%
COc1ccccc1/C=N/NC(=O)c1cccc2ccccc12,7%,·,2%,5%,-3%,7%,4%,-1.4%,2.3%
Cc1ccc(CNC(=O)c2cn(C3CCCCC3)c(=O)c3c2c2ccccc2n3C)o1,10%,-3.4%,2%,-1%,0%,18%,0%,0.4%,65%
COc1ccc(-n2c(=S)[nH]c3cc(C(=O)NCc4ccco4)ccc3c2=O)cc1OC,4%&18%,-0.6%&-6.7%,2%&0%,2%&9%,-6%&-1%,-41%&-33%,-9%&1%,0.9%&-1.0%,0.5%
N#CCc1c(C#N)c(N)nc(N2CCN(S(=O)(=O)c3ccccc3)CC2)c1C#N,29%,-2.4%,1%,17%,-3%,24%,-7%,1.8%,-1.1%
COc1ccc(N(C(=O)c2ccco2)S(=O)(=O)c2cccc([N+](=O)[O-])c2)cc1,16%,-12%,-4%,6%,-2%,0%,-9%,0.1%,0.5%
CC(NC(=O)Cc1ccc(NS(=O)(=O)c2cccc(C(F)(F)F)c2)cc1)c1ccccn1 (stereo not drawn),6%,·,3%,0%,-7%,11%,-5%,-0.5%,0.5%
CC(=O)c1ccc(N2CCN(CC(O)c3ccccc3)CC2)cc1 (stereo not drawn),6%,·,3%,8%,-4%,2%,-11%,0.1%,0.5%
CC(C)c1ccc(NS(=O)(=O)c2ccc(Cl)nc2)cc1,-3%,-2.1%,10%,1%,3%,23%,0%,-1.0%,3.6%
Nn1c(SCC(=O)Nc2ccc(OC(F)F)cc2)nnc(Cc2ccccc2)c1=O,10%,·,·,4%,·,·,1%,·,-0.6%
COCCCNc1nc2c(c(=O)n(Cc3ccc(F)cc3)c(=O)n2C)n1C,8%,·,3%,7%,-4%,12%,-5%,-0.9%,-0.3%
Cc1nn(-c2ccccc2)c(Cl)c1C(=O)OC(C)C(=O)NC(=O)NC1CCCCC1 (stereo not drawn),-3%,-14%,-6%,4%,2%,9%,2%,-1.4%,-0.6%
O=C(O)CSCC(=O)NC1CCCc2ccccc21 (stereo not drawn),-1%,·,-4%,6%,-4%,46%,-7%,0.8%,-2.4%
COc1ccccc1C(=O)Nc1ccnn1C1CCN(Cc2csc(C(C)=O)c2)CC1,7%,·,1%,5%,-10%,6%,-6%,1.4%,-1.2%
COc1ccc2[nH]cc(CCNS(=O)(=O)Cc3ccccc3)c2c1,·,-1.7%,1%,7%,0%,-5%,·,-0.6%,-1.2%
COc1ccc(-n2c(Cc3cccn3C)nnc2SCC(=O)Nc2ccc3c(c2)OCCO3)cc1,4%,-5.2%,0%,-2%,-4%,-4%,-7%,-1.0%,1.2%
Cc1ccc(CNC(=O)CCNS(=O)(=O)c2ccc3c(c2)c(=O)n(C)c(=O)n3C)cc1,-4%,0.0%,1%,-1%,0%,0%,-6%,0.2%,4.2%
CC1(C)SC(=S)N(NC(=O)Nc2cccc3ccccc23)C1N(O)C(=O)Nc1ccccc1 (stereo not drawn),4%,5.1%,-2%,-2%,4%,4%,-6%,2.8%,13%
O=C(O)c1cnn(-c2ccccc2)c1-c1ccncc1,7%,·,-7%,9%,-6%,8%,3%,4.8%,1.6%
O=C(CN1CCCCCCC1)N/N=C/c1ccc(F)cc1F,0%,-6.3%,4%,14%,-8%,-2%,-4%,1.9%,0.2%
# (listing goes on)
SMILES,Large T inhibition,XIAP displacement,Siah-1 displacement,MgcRacGAP inhibition,LYP phosphatase,AID2073,Dengue-2 NS5 capping,HIV fusion peptide,RSV antiviral HEp-2
Cc1cc(C)c(OCC(=O)OCC(=O)NCC2CCCCC2)c(C)c1,10%,·,·,12%,·,·,-3%,·,-1.0%
Cc1nn(-c2ccccn2)c2c1C(c1ccsc1)C1=C(CCCC1=O)N2 (stereo not drawn),-2%,-4.5%,0%,12%,-2%,9%,3%,1.3%,2.3%
Cc1cc([N+](=O)[O-])nn1CC(=O)NCCCN1CCOCC1,9%,·,0%,2%,-3%,1%,9%,1.1%,1.1%
Cc1cc(-c2ccc(C)c(S(=O)(=O)Nc3cc(C)on3)c2)on1,28%,·,4%,10%,-7%,13%,4%,0.8%,1.6%
Cc1nn(-c2ccccn2)c(N)c1N=O,4%,·,10%,15%,-2%,-12%,8%,-1.4%,·
CC(=O)Nc1ccc(NC(=O)CSCCc2ccccn2)cc1,1%,-0.5%,-4%,8%,-8%,1%,-3%,-1.5%,0.2%
O=C(c1cccc(S(=O)(=O)N2CCCC2)c1)N1CCN(c2ncccn2)CC1,5%,-5.6%,-1%,1%,-9%,12%,1%,-0.8%,1.1%
Cc1cc(NC(=O)CSc2nnc(N)s2)c([N+](=O)[O-])cc1C,9%,-7.2%,-4%,5%,2%,7%,-15%,-1.0%,5.6%
CCCOC(=O)c1c(-c2ccc(OC)cc2)oc2ccc(-c3ccc(OC)nc3)cc12,21%,·,7%,4%,-11%,24%,7%,3.4%,3.2%
Cc1ccc(S(=O)(=O)NC2CCCC(C(=O)O)C2)cc1 (stereo not drawn),1%,-5.7%,-1%,0%,-7%,3%,-6%,2.3%,0.5%
O=C1CC(N2CCN(c3ccc(O)cc3)CC2)C(=O)N1Cc1cccs1 (stereo not drawn),5.4µM*,-1.0%,6%,?,3%,-86%,10%,-0.9%,1.4%

# A run of entries of the results above:
SMILES,Large T inhibition,XIAP displacement,Siah-1 displacement,MgcRacGAP inhibition,LYP phosphatase,AID2073,Dengue-2 NS5 capping,HIV fusion peptide,RSV antiviral HEp-2
Cc1cc(C)c(OCC(=O)OCC(=O)NCC2CCCCC2)c(C)c1,10%,·,·,12%,·,·,-3%,·,-1.0%
Cc1nn(-c2ccccn2)c2c1C(c1ccsc1)C1=C(CCCC1=O)N2 (stereo not drawn),-2%,-4.5%,0%,12%,-2%,9%,3%,1.3%,2.3%

# Screening data as filed in PubChem BioAssay.
